Assay outcomes from PubChem.
KCNH2 WT inh = blocks the wildtype human KCNH2 potassium channel; actives 0.37% (n = 340,000); activity change, % at 1.84 µM; U2OS, BacMam KCNH2, thallium flux FluxOr; active compounds read low;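 active = maximum activity change below -70%; inconclusive = maximum activity change between -70% and -50%; inactive = maximum activity change above -50%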; note: % is set by controls: 0 for no effect and ±100 for the full control effect
Target sequence (Q12809 whole entry, looked up): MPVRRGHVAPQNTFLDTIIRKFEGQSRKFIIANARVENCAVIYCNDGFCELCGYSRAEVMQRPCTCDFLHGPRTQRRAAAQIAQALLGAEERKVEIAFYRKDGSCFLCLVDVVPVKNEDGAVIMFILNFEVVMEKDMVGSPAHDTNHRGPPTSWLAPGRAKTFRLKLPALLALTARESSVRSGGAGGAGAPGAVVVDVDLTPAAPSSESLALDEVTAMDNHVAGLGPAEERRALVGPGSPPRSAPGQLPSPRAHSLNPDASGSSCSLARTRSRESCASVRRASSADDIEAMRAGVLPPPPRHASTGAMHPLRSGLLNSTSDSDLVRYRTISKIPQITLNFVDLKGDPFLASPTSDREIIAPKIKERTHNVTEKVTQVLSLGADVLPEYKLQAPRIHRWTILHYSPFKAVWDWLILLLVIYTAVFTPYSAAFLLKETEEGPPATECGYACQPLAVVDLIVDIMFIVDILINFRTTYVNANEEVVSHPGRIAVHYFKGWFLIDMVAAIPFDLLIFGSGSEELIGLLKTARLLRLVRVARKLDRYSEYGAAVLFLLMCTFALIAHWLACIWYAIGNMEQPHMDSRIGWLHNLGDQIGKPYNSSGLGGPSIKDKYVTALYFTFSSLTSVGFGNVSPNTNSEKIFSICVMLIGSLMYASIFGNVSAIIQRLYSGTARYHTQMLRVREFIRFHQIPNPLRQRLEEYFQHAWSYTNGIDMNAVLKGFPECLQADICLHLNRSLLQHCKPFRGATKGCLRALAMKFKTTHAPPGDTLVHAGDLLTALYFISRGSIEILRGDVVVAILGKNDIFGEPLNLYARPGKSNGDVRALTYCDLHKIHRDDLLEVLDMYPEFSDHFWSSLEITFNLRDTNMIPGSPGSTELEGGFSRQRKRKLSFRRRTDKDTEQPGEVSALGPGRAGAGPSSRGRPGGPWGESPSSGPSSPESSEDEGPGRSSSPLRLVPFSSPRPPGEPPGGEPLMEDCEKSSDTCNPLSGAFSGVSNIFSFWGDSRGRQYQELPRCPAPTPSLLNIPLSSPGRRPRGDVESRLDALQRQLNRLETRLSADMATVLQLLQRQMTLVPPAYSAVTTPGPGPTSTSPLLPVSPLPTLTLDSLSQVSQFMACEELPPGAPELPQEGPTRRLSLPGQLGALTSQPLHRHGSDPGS
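U2OS cells were transduced with wild-type KCNH2 virus (2.03 x 10^8 / mL) for 4 h at room temperature, then cultured overnight at 37 C. Thallium flux was read with FluxOr dye. Rate constants were normalized to DMSO controls.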
B2AR arrestin = recruits beta-arrestin to the human beta2-adrenergic receptor; actives 0.02% (n = 330,000); beta-arrestin recruitment to beta2AR, cell-based reporter; Potency, µM (doses to about 46.1 µM), for the others: at the top dose activation, most hits filed as activators;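 note: potency is the fitted concentration of half-maximal effect; 0% = DMSO controls and full agonism = EC100 isoproterenol or metaproterenol; nearly all actives have a fitted effect of over 65% in size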
KCNH2 3.1 block = inhibitors of human KCNH2 3.1 potassium channel isoform; U2OS KCNH2 3.1, thallium flux FluxOr; active compounds read low; activity change, % (tested at about 1.8 µM); actives 0.95% (n = 340,000); AID 720553;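 active = maximum activity change below -70%; inconclusive = maximum activity change from -70% to -50%; inactive = maximum activity change above -50%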;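 note: thallium influx rate constant from kinetic fluorescence after stimulation buffer; % is set by controls: 0 for no effect and ±100 for the full control effect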
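Thallium flux via FluxOr fluorescence (Red40 quencher, 45 min loading) in U2OS cells virally expressing the KCNH2 3.1 isoform (1.77 x 10^8 /mL virus, overnight at 37 C). Rate constants from 2-min kinetic reads post-stimulation, normalised to positive and negative controls.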
CXXC DNA block = inhibitors of human MLL CXXC domain-DNA interaction; Potency, µM (top dose mostly 115 µM), for the others: at the highest dose activity change, negative = inhibition, hits mostly inhibitors; Q03164; MLL-CXXC / FITC-HOXA9 DNA fluorescence polarization; actives 0.037% (n = 290,000); active = well fitted inhibition curve with a large enough effect in the polarisation, with a control signal flat, not every such curve was filed as active; inconclusive = small, poorly fitted or top-dose-only effect, or effect the other way, or a change in a side signal; inactive = no such curve, though single readings can be large or run the other way; the % refers to the polarisation; note: potency is the fitted concentration of half-maximal effect
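Fluorescence polarization: 7 uM MLL-CXXC (stock) preincubated 5 min with compounds, then 50 nM fluorescein-HOX-A9 DNA (stock) added; 30 min ambient. Buffer 50 mM Tris-HCl pH 7.5, 50 mM NaCl, 1 mM DTT, 0.05% BSA.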
PKM2 act = activators of human pyruvate kinase M2. P14618. purified PKM2, Kinase-Glo ATP luminescence, activation; response scale: 0% is enzyme alone, no compound. Potency, µM (doses to about 57.5 µM), inactives show at the highest dose activation, most hits filed as activators. actives 0.34% (n = 260,000); note: potency is the fitted concentration of half-maximal effect; % is set by controls: 0 for no effect and ±100 for the full control effect; nearly all actives have a fitted effect of over 55% in size
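ATP formation by purified human PK-M2, quantified via coupled luciferase luminescence after 1 h at room temperature with 0.1 mM ADP and 0.5 mM PEP final.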
Giardia kill = kills Giardia lamblia | AID 540267 | actives 0.15% (n = 340,000) | Giardia lamblia trophozoite viability | activity change, % at 7.66 µM, hits read low; in the data active = activity change below about -80%; inconclusive = between about -30% and that limit;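 note: parasites exposed to compound for two days anaerobically before the ATP read; % is set by controls: 0 for no effect and ±100 for the full control effect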
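ATP-content bioluminescence gauges trophozoite survival. Cells (100/well) receive compound and incubate anaerobically for 48 hrs at 37 deg C; detection reagent follows for 15-30 min at room temperature.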
FBPA coupling cs = inhibits coupling enzyme system, counter-screen for aldolase hits. actives 0.67% (n = 290,000). coupling enzyme system counterscreen, AmpLite Red fluorescence. activity change, negative = inhibition, % at 58.2 µM, hits read low; in the data active = activity change below about -30%; note: % is set by controls: 0 for no effect and ±100 for the full control effect
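Compounds tested against the coupling enzymes alone at 57.5 uM final; readout was AmpLite Red fluorescence (525/598 nm) after 20 min at RT.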
GALK inhibitor = inhibitors of human galactokinase | P51570 | Purified GALK, Kinase-Glo residual ATP luminescence | Potency, µM (titrated, usually from 57.5 µM), without a hit: top-dose activity change, negative = inhibition, actives largely listed as inhibitors | actives 0.007% (n = 270,000); note: potency is the fitted concentration of half-maximal effect; % is set by controls: 0 for no effect and ±100 for the full control effect
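Human GALK (5 nM) with 35 uM ATP and 100 uM galactose in 20 mM HEPES pH 8.0, 5 mM MgCl2, 60 mM NaCl, 1 mM DTT, 0.01% BSA. After 1 h at room temperature, leftover ATP was read by Kinase-Glo Plus luminescence.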
USP2a block = USP2a (human) protease inhibition | actives 0.01% (n = 330,000) | AID 463254 | Potency, µM (titrated, usually from 38.3 µM), for the others: top-dose activity change, negative = inhibition, hits mostly inhibitors | O75604 | USP2 core, Ub-CHOP2 coupled fluorogenic reporter, 485/531;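 note: potency is the fitted concentration of half-maximal effect; plate controls were DMSO wells for no effect and full inhibition by NEM control for full effect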
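Deubiquitinase activity read as fluorescence (485/531 nm) after Ub-CHOP2 cleavage activates the enterokinase reporter on its substrate; USP2 core 10nM, Ub-CHOP2 and substrate 25nM each, 30min compound preincubation then 60min RT; data normalized to NEM, curves fitted.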
TRPV1 ag = human TRPV1 agonism; Q8NER1; TRPV1-expressing cells, Fluo-8 calcium influx, agonist mode; activation, % at 8.33 µM; actives 0.19% (n = 320,000); AID 540275; in the data active = activation above about 80%; inconclusive = between about 30% and that limit; note: 0% is about no effect
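Fluo-8 calcium influx in TRPV1-expressing cells, kinetic read (ex 480/em 520 nm). Compound added and read 3 min for agonist activity, followed by capsaicin at EC20 final and 2 min further read for enhancement.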
Menin-MLL TR inh = inhibitors of human menin-MLL interaction, mutant MLL peptide; O00255; Menin + Texas Red MLL mutant peptide, fluorescence polarization; Potency, µM (top dose mostly 61.6 µM), for the others: top-dose FP activity change, negative = inhibition, hits mostly inhibitors; actives 0.23% (n = 270,000); active = well fitted inhibition curve with a large enough effect in the polarisation, with a control signal flat, not every such curve was filed as active; inconclusive = small, poorly fitted or top-dose-only effect, or effect the other way, or a change in a side signal; inactive = no such curve, though single readings can be large or run the other way; the % refers to the polarisation; note: potency is the fitted concentration of half-maximal effect; % of control where 0% means no effect; many of its hits are not listed in these tables
* = called active by the depositor; i = inactive; ? = inconclusive; · = not tested or not shown; [ ] = remark or other dose. Unless noted, calls come from the whole dose curve; as a rule, active = well fitted curve in the direction sought with a large enough effect; inconclusive = small, poorly fitted or top-dose-only effect, or another doubt; inactive = no such curve, though single readings can be large; an effect the other way counts as inactive or inconclusive. An excerpt; rates above refer to the full screens.

no. | SMILES | PKM2 act | FBPA coupling cs | USP2a block | KCNH2 3.1 block | Menin-MLL TR inh | B2AR arrestin | GALK inhibitor | TRPV1 ag | KCNH2 WT inh | Giardia kill | CXXC DNA block
1 | CCN(CC)C(=O)Cn1cc(C(=O)C(=O)NCCc2ccccc2)c2ccccc21 | -2%[0.46 µM] | 0 | 0% | -18 | -19% | -0.8% | 6% | 4 | -15 | -6 | -4%
2 | Cc1ccc(/C=N/NC(=O)c2nnn(-c3nonc3N)c2CSc2ccccc2)o1 | · | 2 | 1% | -3 | ? | -0.1% | 0% | 25 | -4 | 16 | 12%
3 | COc1cc([N+](=O)[O-])ccc1NC(=O)NNC(=O)C(C)Oc1ccc(F)cc1F (stereo not given) | 3% | 4 | 0% | -7 | 16% | 0.2% | 5% | 2 | 16 | 19 | ?
4 | c1ccc(-c2nnc(CSc3ccc4c(c3)OCCO4)o2)cc1 | 0% | -1 | -1% | 3 | 4% | 0.2% | 0% | 20 | -9 | ? | 2%
5 | CCOc1cc(C)c(Cl)cc1S(=O)(=O)n1ccnc1 | 30% | -1 | 1% | -5 | 9% | 0.0% | 3% | 17 | -21 | -3 | 12%
6 | Cc1c(/C=N/Nc2ccc([N+](=O)[O-])cn2)c2ccccc2n1Cc1ccccc1 | -6% | 4 | 8% | -5 | · | 0.5% | 0% | 1 | 4 | -5 | 9%
7 | Cc1cc(C)n2c(SCC(=O)Nc3ccccc3C#N)nnc2n1 | · | · | 3% | -1 | · | 0.0% | · | -5 | 14 | -12 | ·
8 | Cc1cc(C(=O)NCC(=O)OCC(=O)N2CCCCCC2)ccc1[N+](=O)[O-] | 3% | 5 | 2% | 32 | -3% | 0.6% | 2% | 1 | -8 | 28 | 4%
9 | CC(=O)Nc1ccc(Sc2ccccc2C(=O)O)c(C(=O)O)c1 | 1% | 6 | 3% | -4 | · | -0.3% | 1% | 3 | -9 | -4 | 2%
10 | O=C(CSc1nnc(-c2ccc(O)cc2)n1Cc1ccco1)c1ccccc1 | -6% | -4 | -6% | 5 | 5% | 0.0% | 3% | -2 | 9 | -3 | -10%
11 | CN(C)S(=O)(=O)c1cc(NC(=O)CN2CCN(c3ccccc3O)CC2)ccc1Cl | 1% | 2 | 5% | -13 | -11% | -0.2% | 5% | 1 | 5 | -20 | -8%
12 | CC(Oc1ccccc1)C(=O)OCC(=O)Nc1ccc2c(c1)OCO2 (stereo not given) | · | · | -6% | 10 | · | -1.9% | · | · | -21 | -4 | ·
13 | CN(Cc1ccc(C(F)(F)F)cc1)C(=O)c1ccc2ccccc2n1 | -1% | -1 | 1% | -22 | -8% | -0.1% | -1% | 10 | -5 | 23 | 12%
14 | CCN(CC)CCCNC(=S)N(Cc1ccco1)Cc1cc2cc3c(cc2[nH]c1=O)OCCO3 | -2% | 0 | -3% | · | ? | 0.6% | 1% | 4 | · | · | 3%
15 | O=C(CCCC(=O)NCc1ccccc1)NCc1ccccc1 | 7% | 3 | 0% | -11 | 1% | -0.5% | 0% | -2 | 0 | 1 | 16%
16 | Cc1sc2nc(SCC(=O)NCc3ccco3)n(C)c(=O)c2c1C | 0% | 3 | 0% | 6 | -1% | 0.2% | 9% | 5 | -8 | 2 | 5%
17 | O=C(Nc1ccccc1C(F)(F)F)N1CCN(C(c2ccccc2)c2ccccc2)CC1 | 1% | 6 | 0% | -5 | 0% | -0.2% | 1% | 21 | 8 | 11 | -5%
18 | CCOC(=O)N1CCN(C(=O)C(=O)Nc2ccc3nc4n(c(=O)c3c2)CCCCC4)CC1 | -1% | 5 | -1% | 4 | 0% | 0.0% | 2% | -1 | 0 | -26 | 2%
19 | CC(=O)c1ccc(S(=O)(=O)NC2CCCCCCC2)cc1 | -1% | 1 | -9% | 1 | 15% | -0.7% | 5% | 1 | 3 | -8 | -1%
20 | CC(C)CC(NC(N)=O)C(=O)OCC(=O)NC(=O)NC1CCCC1 (stereo not given) | -5% | 1 | -1% | 3 | -8% | 0.0% | 3% | -4 | 4 | -7 | 1%
21 | O=C(OCc1ccccc1)c1cccc(-c2nnc(-c3ccccc3)o2)c1 | -1% | 0 | -2% | -15 | -8% | -0.6% | -3% | 12 | 10 | 14 | 3%
22 | COC(=O)c1nn(-c2ccccc2)ccc1=O | 2% | 2 | 0% | 2 | -6% | 0.0% | 0% | -8 | 2 | 2 | 22%
23 | CCN(Cc1ccccc1)C(=O)CCS(=O)(=O)c1cc2c(cc1Cl)NC(=O)CO2 | 3% | 5 | 1% | -1 | -5% | -0.2% | · | 24 | 2 | 16 | ·
24 | CCOc1cc(C(=O)NCc2ccc(-c3nc4ccccc4o3)cc2)cc(OCC)c1OCC | 5% | 0 | -1% | 1 | 13% | -0.2% | 0% | 7 | -29 | -7 | 22%
25 | O=C(Nc1ncc2c(n1)CC(c1ccco1)CC2=O)c1ccc(Cl)cc1 (stereo not given) | 2% | 0 | 2% | -19 | 11% | -0.9% | -3% | ? | -4 | 2 | -1%
26 | CC(C)=CCN1CCN(Cc2ccc(N3CCNC3=O)cc2)CC1CCO (stereo not given) | 0% | 2 | -1% | 20 | 1% | -0.1% | 5% | 2 | 0 | 32[activator] | -2%
27 | O=C(CSc1ncn[nH]1)Nc1ccc2c(c1)OCCO2 | -1% | 1 | 0% | 20 | -4% | -0.2% | 1% | 0 | -6 | 7 | 0%
28 | O=C(Cn1c(-c2cncs2)nc2ccccc21)NCc1ccccc1 | -2% | 0 | 4% | 6 | -1% | 0.6% | -3% | 2 | -1 | -1 | -12%
29 | CCSc1nnc(NC(=O)c2cc(OC)c(OC)c(OC)c2)s1 | 0% | -1 | 3% | -4 | 14% | 0.4% | 6% | -3 | -13 | -5 | -4%
30 | O=C(NC(=S)N1CCCCC1c1cccnc1)c1ccc(Br)cc1 (stereo not given) | -8% | -1 | 0% | 7 | 12% | 5.0% | -3% | -1 | 0 | -17 | -4%
31 | CCOC(=O)N1CCN(S(=O)(=O)c2cc(Cl)ccc2Cl)CC1 | 12% | 4 | -1% | 3 | -11% | -0.7% | 2% | 8 | 2 | 11 | -6%
32 | CC(C)NC(=O)Nc1ccc2c(c1)C(=O)N([C@H](C)CO)C[C@H](C)[C@@H](CN(C)C(=O)Nc1ccc3c(c1)OCO3)O2 | · | · | -2% | 8 | · | -0.8% | · | · | 1 | 2 | ·
33 | CCc1nnc(NC(=O)c2ccc(-c3ccccc3Cl)o2)s1 | 5% | 0 | 3% | -5 | 1% | 0.0% | 0% | 1 | -1 | -8 | 0%
34 | O=C(CNC(=O)c1cccs1)NCC(=O)OCC(=O)c1ccccc1 | · | -1 | -1% | 2 | -6% | 0.4% | -1% | 14 | -5 | 8 | -2%
35 | COc1ccc(CNS(=O)(=O)c2ccc(-c3cc(C)no3)cc2)cc1 | · | · | 2% | -5 | · | -0.1% | 6% | 1 | -2 | -29 | 3%
36 | CCn1c(SCC(=O)Nc2sc(C)c(C)c2C#N)nnc1C1CC1 | -10% | 3 | 9% | -5 | · | 0.3% | -2% | 2 | 0 | -14 | -2%
37 | O=C(c1ccco1)N1CCCSC1=Nc1ccccc1 | -2% | 5 | 3% | 5 | -8% | -1.0% | 3% | 1 | 7 | 30 | 0%
38 | O=C(Cn1ncc2c([nH]c3ccccc32)c1=O)N1CCN(c2ccccc2F)CC1 | · | -1 | 2% | 9 | ? | -0.1% | 8% | -7 | -9 | -10 | 9%
39 | Cn1c(-c2ccc3ccccc3n2)nc2cnccc21 | -8% | -1 | -2% | -6 | -2% | -0.5% | -1% | 2 | 7 | -10 | -5%
40 | COc1cccc(NC(=O)Nc2cc(C)ccc2OC)c1 | 11% | -2 | -1% | 0 | ? | -0.9% | -4% | -5 | i | -2 | 18%
41 | CCSc1nc2[nH]ncc2c(=O)[nH]1 | 7% | 2 | -1% | 10 | 5% | -1.4% | 1% | -5 | 3 | 4 | 14%
42 | Cc1c(O)ccc(/C(Cc2ccc3ccccc3n2)=N\N)c1O | -5% | -1 | 1% | 7 | · | -0.8% | -1% | -2 | -4 | 19 | 24%
43 | Cc1ccc(C)c(Cn2nnc3c(=O)[nH]c(C4CCCN(C(=O)CC(C)C)C4)nc32)c1 (stereo not given) | -1% | -2 | -2% | -1 | ? | 0.0% | -4% | 3 | 6 | 1 | 7%
44 | S=c1nc2c(n[nH]1)c1ccccc1n2CCc1ccccc1 | 1% | -2 | 2% | 8 | ? | -0.5% | -5% | -6 | -17 | -9 | 14%
